Source: PubChem BioAssay
ER stress death – ER stress cell death inhibition; CSM14.1 thapsigargin ER stress survival, ATP luminescence; relative survival (cellular ATP), % at 15 µg/mL (by protocol); 48,000 tested, 0.33% active; AID 1010;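 active = survival measured by cellular ATP above 50% at 15 µg/ml in the first screen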;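 note: cell death triggered by about 15 µM thapsigargin; ATP read 24 h after thapsigargin was added; plate controls were thapsigargin with DMSO for no effect and DMSO without thapsigargin for full effect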
Starred values were filed as active, the others as inactive.

SMILES	ER stress death
CC(Oc1ccc(Cl)cc1Cl)C(=O)Nc1ccc2c(c1)OCO2 (configuration not stated)	2
COc1cc2c(cc1NCc1ccncc1)oc1ccccc12	93*
Cc1ccc(OCCCCN2CCC(C)CC2)cc1	-1
COc1ccc(C2CC(=O)C3=C(C2)NC(C)=C(C(=O)OCC(C)C)C3c2ccc(F)cc2)cc1 (configuration not stated)	12
C=CCn1nc(C)c(Cc2c(C)nn(CC=C)c2C)c1C	11
COc1ccc(NC(=O)CSc2nc(C)cc(C)n2)cc1	5
CCOc1cc(/C=C2\Sc3ccccc3C2=O)ccc1OC	5
CCCOc1cccc(C(=O)Nc2ccc(OC(F)(F)F)cc2)c1	2
Cc1ccc2nc(-c3ccc(NC(=S)NC(=O)c4ccco4)cc3)sc2c1	5
Cc1cc([N+](=O)[O-])ccc1NC(=O)C(C)Oc1ccccc1 (configuration not stated)	-8
O=C(CN(c1cccc([N+](=O)[O-])c1)S(=O)(=O)c1ccccc1)N[C@@H]1CCCC[C@H]1O	3
O=[N+]([O-])c1ccc2nc(SCCc3ccccc3)sc2c1	-1
CCOc1ccc(-n2nc3ccc(NC(=S)NC(=O)c4ccco4)cc3n2)cc1	4
O=C(c1cc(F)c(F)cc1Cl)N1CCN(c2ccc(Cl)cc2[N+](=O)[O-])CC1	1
O=C(O)c1nn2c(C(F)(F)F)cc(-c3cccs3)nc2c1Cl	4
O=C(Nc1cccc(F)c1)c1cc(S(=O)(=O)N2CCCCC2)ccc1Cl	1
COc1ccc(CN2CCN(C(=O)c3cccs3)CC2)c(OC)c1OC	-4
O=C(/C=C/c1ccccc1[N+](=O)[O-])c1ccccc1	7
Cc1ccc(C)c(NC(=O)CCC2CCCCC2)c1	8
CSc1ccc(CN2CCN(C(=O)c3ccccc3F)CC2)cc1	0
CS(=O)(=O)N(Cc1ccc(C(=O)Nc2ccc(Cl)c(C(F)(F)F)c2)cc1)c1ccccc1	6
NC1=NC(=O)/C(=C/c2cccc(OS(=O)(=O)c3ccc([N+](=O)[O-])cc3)c2)S1	2
Cc1ccc2nc(N3CCCCC3)nc(-c3ccccc3)c2c1	6
O=C(Nc1cc(-c2ccc(F)cc2)[nH]n1)c1ccccc1[N+](=O)[O-]	17
COc1ccc(/C(C)=N/NC(=O)c2ccncc2)cc1[N+](=O)[O-]	12
COc1ccc(CN2CCN(C(=O)c3ccccc3OC)CC2)cc1OCc1ccccc1	17
COc1ccc(CCNC(=O)c2ccc(C(C)(C)C)cc2)cc1OC	11
COc1ccc(/C=c2\sc3nnc(-c4ccc(C)cc4)n3c2=O)c(OC)c1	12
C=CCn1c(SCC(=O)c2ccc(OC)cc2)nc2sc3c(c2c1=O)CCCC3	8
Clc1ccc(N2CCN(N=Cc3c(Cl)cccc3Cl)CC2)cc1	3
C=CCn1c(SCc2ccc(C(=O)NCCO)cc2)nc2sc(C)c(C)c2c1=O	0
CCN1C(=O)CC(N2CCC(Cc3ccccc3)CC2)C1=O (configuration not stated)	-1
NS(=O)(=O)c1cccc(NC(=O)COc2ccc(Br)cc2)c1	-2
CCOC(=O)C1CCC(=O)C=C1N1CCOCC1 (configuration not stated)	2
COc1ccc(Oc2c(C(F)(F)F)oc3cc(O)ccc3c2=O)cc1	1
COC(=O)c1cc(C(=O)Nc2ccc(C)c(Cl)c2)cc([N+](=O)[O-])c1	9
C/C(CC(=O)Nc1ccc(Cl)c(C(F)(F)F)c1)=N\NC(=O)c1cnccn1	11
O=C(/C=C/c1ccc(Cl)cc1)NCC1CCCO1 (configuration not stated)	0
CN(C)/C=N/c1sc2c(c1C#N)CC(C)(C)NC2(C)C	7
CCOC(=O)c1c(NC(=O)c2ccc(OCC(C)C)cc2)sc(C)c1C	0
CC1CCc2c(sc(NC(=O)c3ccccc3)c2C(N)=O)C1 (configuration not stated)	1
O=C(Nc1cc([N+](=O)[O-])ccc1C(=O)Nc1ccncc1)c1ccccc1	2
Cc1ccc(S(N)(=O)=O)cc1NC(=O)CCCOc1ccc(Cl)cc1Cl	2
CCOc1cc(/C=C2\SC(=S)N(c3cccc(C)c3C)C2=O)ccc1O	9
O=C(Nc1ccc([N+](=O)[O-])cc1)C1C2C3CCC(C3)C12 (configuration not stated)	-1

An excerpt of these results, field by field:
structure: CCOC(=O)C1CCC(=O)C=C1N1CCOCC1 (configuration not stated)
  ER stress death = 2
structure: COc1ccc(Oc2c(C(F)(F)F)oc3cc(O)ccc3c2=O)cc1
  ER stress death = 1
structure: COC(=O)c1cc(C(=O)Nc2ccc(C)c(Cl)c2)cc([N+](=O)[O-])c1
  ER stress death = 9
structure: C/C(CC(=O)Nc1ccc(Cl)c(C(F)(F)F)c1)=N\NC(=O)c1cnccn1
  ER stress death = 11

Other records.
SMILES	ER stress death
O=C(O)C(Cc1ccccc1)n1c(O)c(/C=C2\C=Nc3ccccc32)sc1=S (configuration not stated)	4
COc1ccc(/C=c2\sc3nnc(-c4ccccc4)n3c2=O)c(OC)c1	6
Cc1c(CCNC(=O)c2ccccc2F)c2ccccc2n1Cc1ccccc1	4
O=C(Cc1ccc(F)cc1)NCCc1ccccc1	-3
O=C(Nc1ccc(Cl)c(Cl)c1)Nc1nnc(Cc2cccc(Br)c2)s1	0
COc1ccc(NC(=O)Cc2ccccc2OC)c(OC)c1	12
CCOc1ccc(NC(=O)CSc2nc3ccccc3s2)cc1	13
CC(=O)Nc1nc2ccccc2n1CCCN(C)C	5
COc1ccc(C2=CC(c3cccs3)C=C(c3ccc(OC)cc3)O2)cc1	11
CCOC(=O)C1=C(O)/C(=C/c2ccc(Cl)cc2)SC1=Nc1cccc2ccccc12	-2
CCN(C(=O)c1cc(OC)c(OC)c(OC)c1)c1ccccc1C	2
Cc1cc(C=C2C(=O)NC(=S)NC2=O)c(C)n1-c1ccc(N(C)C)cc1	5
Cc1c(OCc2ccc(F)cc2)ccc2c1oc(=O)c1ccccc12	9
COc1nccc(NCc2ccccc2)c1C#N	10
Cc1ccc(-c2csc(NC(=O)c3ccc([N+](=O)[O-])s3)n2)c(C)c1	8

Pulled by structure from the entries so far, 2 records:
SMILES	ER stress death
COc1ccc(NC(=O)Cc2ccccc2OC)c(OC)c1	12
Cc1cc(C=C2C(=O)NC(=S)NC2=O)c(C)n1-c1ccc(N(C)C)cc1	5

Next section
SMILES	ER stress death
Clc1cc2c(cc1CSc1nc3ccccc3[nH]1)OCO2	3
CC1CCN(c2cc(N3CCC(C)CC3)c([N+](=O)[O-])cc2/C=C(\C#N)c2nn(-c3ccccc3)c(N)c2C#N)CC1	3
CCn1c2ccccc2c2cc(NC(=O)c3ccc(C)c([N+](=O)[O-])c3)ccc21	-1
COc1ccc(-c2nnc(NC(=O)c3cccs3)s2)cc1	7
COc1ccc(C)cc1NS(=O)(=O)c1ccc(NC(C)=O)cc1	9
COc1ccccc1C1C(C(C)=O)=C(O)C(=O)N1CCN(C)C (configuration not stated)	5
Brc1ccc(Nc2nc(-c3ccncc3)nc3ccccc23)cc1	0
Cc1ccc(C(C)(C)C)c(OCC(=O)O)c1	9
COc1cc2c(cc1NC(=O)CC(C)=O)oc1ccccc12	0
CCOC(=O)N/N=C(\C)C12CC3CC(CC(C3)C1)C2	7
C=CCc1cc(/C=C2\C(=O)NC(=O)N(c3cc(C)cc(C)c3)C2=O)cc(OCC)c1OCC(=O)O	0
COc1ccc(N2C(=O)c3ccc(C(=O)Nc4ccc(NC(C)=O)cc4)cc3C2=O)cc1	0
CC(=O)c1cccc(NC(=S)NCc2ccccc2)c1	-4
Cc1ccc(OCC(=O)N/N=C\c2ccccc2C)cc1	0
N#C/C(=C\c1ccc(-c2ccc(Cl)cc2)o1)C(N)=O	-4
CC(=O)NN(c1ccccc1)C1CC(C)N(c2ccccc2)N1C(C)=O (configuration not stated)	3
COc1ccc(/C=N/N=C2c3ccccc3-c3ccccc32)c(OC)c1	-1
Cn1/c(=N/N=C/c2c(O)ccc3ccccc23)sc2ccccc21	8
CCCCOC(=O)c1cccc(NC(=O)c2cc3ccccc3oc2=O)c1	10
O=C(CC1(C(F)(F)F)NCCO1)c1cccs1 (configuration not stated)	38
Cc1ccc(S(=O)(=O)N2CCN(C(C)C)CC2)cc1	4
CN(C)c1ccc(/C=C/c2nc3ccccc3c(=O)n2-c2cccc3ccccc23)cc1	13
Cc1ccc(/C=C(/C#N)C(=O)OC(C)C)o1	-2
COc1cc(OC)cc(C(=O)N2CCN(C3CCC(c4ccccc4)CC3)CC2)c1 (configuration not stated)	42
CCOc1ccc(N2C(=O)CC(Nc3ccc(N4CCOCC4)cc3)C2=O)cc1 (configuration not stated)	5
O=C(CSc1nc2sc3c(c2c(=O)[nH]1)CCCC3)N1CCCC1	9
CC(=O)c1ccc(NC(=O)c2cnccn2)cc1	2
COc1cc(OC)c(OC)cc1CN1CCN(Cc2cccnc2)CC1	7
O=[N+]([O-])c1ccc2c(c1)C(C#Cc1ccccc1)C1CCCCC1(N1CCOCC1)O2 (configuration not stated)	-2
Cc1ccccc1NC(=O)C(=O)NCc1ccco1	0
CCOC(=O)C(CCOCCOc1c(C)cc(C)cc1C)C(=O)OCC	-3
Cc1ccc(N=C2NC(=O)/C(=C/c3ccc(O)cc3)S2)cc1C	9
COC(=O)C1=CNC=C(C(=O)OC)C1c1cccs1	-5
CC1(C)Cc2ccccc2C(Nc2nc(-c3ccccc3)cs2)=N1	2
COc1ccc(/C=C/C(=O)NCc2ccccc2C)cc1	12
Cc1ccc(OCC(=O)Nc2ccc(F)cc2F)c(C)c1	3
O=C1/C(=C/c2ccc(I)o2)SC(=S)N1Cc1ccccc1	9
CCCCOc1ccc(NC(=O)COc2ccccc2OC)cc1	4
O=C(Nc1ccc(-c2nc3ccc(NC(=O)c4ccccc4[N+](=O)[O-])cc3[nH]2)cc1)c1ccccc1[N+](=O)[O-]	48
CCOC(=O)C(CCCCCOc1cccc(Cl)c1)C(=O)OCC	7
CCOc1ccc2nc(SCc3ccc(Cl)cc3)nc(C)c2c1	-1
C/C(=N\NS(C)(=O)=O)c1ccccc1	22
COc1cc2c(cc1NC(=O)c1ccccc1[N+](=O)[O-])oc1ccccc12	3
O=C(N/N=C/c1ccc(O)cc1)C(O)C(O)C(=O)N/N=C/c1ccc(O)cc1 (configuration not stated)	0
CCC1(C)CC(CCNCc2ccc(N(C)C)cc2)(c2ccc(OC)cc2)CCO1 (configuration not stated)	-4
COc1cc(/C=C2/C(=O)NC(=O)N(c3ccc(C)cc3)C2=O)ccc1OCCOc1ccc([N+](=O)[O-])cc1	-5
O=C(O)CN1C(=O)/C(=C2\SC(=S)NC2=O)c2ccccc21	6
O=C(COc1ccccc1)Nc1ccccc1C(=O)Nc1ccc(C(=O)O)cc1	4
Cc1ccc(C(=O)Nc2ccc(N3CCOCC3)cc2)cc1	-4
Cc1sc2nc(-c3ccc(-c4cccc([N+](=O)[O-])c4)o3)[nH]c(=O)c2c1C	3
CC1(CC(=O)N/N=C/c2ccc(-c3ccc(Cl)cc3)o2)OCCO1	8
COC(=O)C1=C(C)N(c2ccc(C)c(C)c2)/C(=C\c2ccc(OCC(=O)Nc3ccccc3OC)cc2)C1=O	7
CCC(=O)c1ccc(N2CCN(C(=O)c3ccc(F)cc3F)CC2)c(F)c1	-8
O=C(CN(Cc1ccccc1)S(=O)(=O)c1ccccc1)Nc1cccc(Cl)c1	9
COc1ccc(S(=O)(=O)N(CC(=O)Nc2cccc3ccccc23)c2ccc(C)cc2)cc1OC	2
Cc1cc(=O)oc2c1c(C)nn2-c1ccc(Br)cc1	8
O=C(Nc1ccc(Cl)c(Cl)c1)Nc1nnc(COc2ccccc2Cl)s1	8
Br/C(=C\c1ccccc1)C1Nc2cccc3cccc(c23)N1	-6
Cc1ccc(OCCOc2cccc(C=O)c2)cc1C	2
NC(=O)c1c(NC(=O)c2cccs2)sc2c1CCCC2	-11

Among those listed so far, these contain a CF3 group:
SMILES	ER stress death
CCCOc1cccc(C(=O)Nc2ccc(OC(F)(F)F)cc2)c1	2
O=C(O)c1nn2c(C(F)(F)F)cc(-c3cccs3)nc2c1Cl	4
CS(=O)(=O)N(Cc1ccc(C(=O)Nc2ccc(Cl)c(C(F)(F)F)c2)cc1)c1ccccc1	6
COc1ccc(Oc2c(C(F)(F)F)oc3cc(O)ccc3c2=O)cc1	1
C/C(CC(=O)Nc1ccc(Cl)c(C(F)(F)F)c1)=N\NC(=O)c1cnccn1	11
O=C(CC1(C(F)(F)F)NCCO1)c1cccs1 (configuration not stated)	38

Additional structures
SMILES	ER stress death
O=S(=O)(c1ccc(Cl)cc1)n1cccc1	2
O=[N+]([O-])c1ccc(CSc2nnc(-c3ccco3)o2)cc1	1
Clc1cc2c(cc1CSc1nc3ncccc3[nH]1)OCO2	-3
NC1=NC(=O)/C(=C/c2cccc(Oc3ccccc3)c2)S1	1
O=C(c1cc([N+](=O)[O-])ccc1F)n1nnc2ccccc21	-3
COc1cc(C=C2C(=O)NC(=O)NC2=O)cc(Br)c1OCc1c(C)no[n+]1[O-]	-1
COc1ccccc1N(CC(O)CN1CCCCC1)S(=O)(=O)c1ccccc1 (configuration not stated)	-3
CC1(C)SCC2C(=O)N3C(CSC3(C)C)C(=O)N21 (configuration not stated)	4
COc1ccc(CN2CCN(C(=O)c3cccc(Cl)c3)CC2)cc1Br	13
CC(C)(C)c1ccc(C(=O)NNC(=O)c2ccc([N+](=O)[O-])cc2Cl)cc1	9
CCC(C)c1c(O)nc(SCC(=O)c2ccccc2)[nH]c1=O (configuration not stated)	6
O=C1C(=O)N(c2nccs2)C(c2ccc(F)cc2)/C1=C(/O)c1ccc(Cl)cc1 (configuration not stated)	-1
COC(=O)c1ccc(C(=O)OC)c(NC(=O)COc2cc(C)cc(C)c2)c1	10

The list is partial; rates above refer to the full screens.
